Apoferritin bind: binds horse apoferritin like a general anesthetic | P02791 | apoferritin/1-aminoanthracene competitive binding, fluorescence | Potency, µM (series often up to 77.5 µM), without a hit: top-dose activity change, negative = displacement, usual class: inhibitors | hit rate 0.074% among 350,000; further: potency means the concentration at half of the fitted maximal effect; on the % scale 0 is the no-effect control and ±100 the full control effect; nearly all actives have a fitted effect of over 20% in size
Target sequence (P02791 2-175 limits assumed): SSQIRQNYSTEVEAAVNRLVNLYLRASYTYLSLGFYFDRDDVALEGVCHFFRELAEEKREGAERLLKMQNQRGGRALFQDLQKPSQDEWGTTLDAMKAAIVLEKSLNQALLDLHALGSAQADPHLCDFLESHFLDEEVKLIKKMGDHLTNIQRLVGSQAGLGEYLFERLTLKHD
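10 uM apoferritin + 50% sat. 1-AMA, PBS; cpd 10 min RT; Ex380/Em535 endpoint; normalized to free probe vs complex; 4-param Hill fit; propofol titration as pos. ctrl.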
BLM inh: Bloom syndrome helicase (human) inhibition | P54132 | recombinant BLM DNA unwinding, fluorescence dequenching | Potency, µM (titrated, usually from 56.1 µM), for the others: top-dose activity change, negative = inhibition, most hits filed as inhibitors | hit rate 0.2% among 350,000 | AID 2528;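 further: potency means the concentration at half of the fitted maximal effect; plate controls were vehicle for no effect and no enzyme for full effect; nearly all actives have a fitted effect of over 35% in size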
GRP78 ERSR act: induces the endoplasmic reticulum stress response in human glioma cells; U87-MG GRP78 promoter luciferase reporter, 16 h; Potency, µM, for the others: at the top dose activation, actives largely listed as activators; hit rate 0.02% among 420,000; AID 602332; further: potency means the concentration at half of the fitted maximal effect; series mostly up to about 76 µM; % of control where 0% means no effect; nearly all actives have a fitted effect of over 35% in size
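ERSR induction read as luciferase luminescence (Bright-Glo, 10 min at room temperature) in stably transfected human U87-MG glioma cells exposed to compounds for 16 h, using GRP78 as sensor.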
POLK inh: inhibitors of human DNA polymerase kappa; hit rate 0.53% among 400,000; Q9UBT6; Potency, µM (series often up to 107 µM), for the others: at the highest dose activity, negative = inhibition, most hits filed as inhibitors; purified Pol kappa, fluorescent DNA synthesis assay, 10 min; further: potency means the concentration at half of the fitted maximal effect; on the % scale 0 is the no-effect control and ±100 the full control effect
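Pol kappa 10 nM + cpd, 15 min RT; start w/ substrate 50 nM final; fluorescence kinetic read, 0 and 10 min. Neg ctrl: buffer, no enzyme.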
APE1 inh: APE1 (human) endonuclease inhibition. hit rate 0.35% among 350,000. recombinant APE1, TAMRA/BHQ-2 abasic DNA cleavage fluorescence. AID 2517. Potency, µM (top dose mostly 65.8 µM), for the others: at the top dose activity change, negative = inhibition, usual class: inhibitors. P27695;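 further: potency means the concentration at half of the fitted maximal effect; plate controls were vehicle for no effect and reference inhibitor for full effect; nearly all actives have a fitted effect of over 55% in size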
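APE1 at 0.75 nM preincubated 15 min at room temperature with compound. Reaction then started with 50 nM double-stranded THF-abasic substrate labelled with TAMRA/BHQ-2, and 525/598 nm fluorescence read kinetically. Activity taken as third-minus-first read difference, normalized to DMSO and NSC13755 controls.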
POLH inh: DNA polymerase eta (human) inhibition; Q9Y253; recombinant Pol eta, fluorescent DNA replication assay; Potency, µM (series often up to 114 µM), for the others: at the top dose activity change, negative = inhibition, actives largely listed as inhibitors; hit rate 1.2% among 390,000; AID 588591; further: potency means the concentration at half of the fitted maximal effect; on the % scale 0 is the no-effect control and ±100 the full control effect
Target sequence (Q9Y253 whole entry, looked up): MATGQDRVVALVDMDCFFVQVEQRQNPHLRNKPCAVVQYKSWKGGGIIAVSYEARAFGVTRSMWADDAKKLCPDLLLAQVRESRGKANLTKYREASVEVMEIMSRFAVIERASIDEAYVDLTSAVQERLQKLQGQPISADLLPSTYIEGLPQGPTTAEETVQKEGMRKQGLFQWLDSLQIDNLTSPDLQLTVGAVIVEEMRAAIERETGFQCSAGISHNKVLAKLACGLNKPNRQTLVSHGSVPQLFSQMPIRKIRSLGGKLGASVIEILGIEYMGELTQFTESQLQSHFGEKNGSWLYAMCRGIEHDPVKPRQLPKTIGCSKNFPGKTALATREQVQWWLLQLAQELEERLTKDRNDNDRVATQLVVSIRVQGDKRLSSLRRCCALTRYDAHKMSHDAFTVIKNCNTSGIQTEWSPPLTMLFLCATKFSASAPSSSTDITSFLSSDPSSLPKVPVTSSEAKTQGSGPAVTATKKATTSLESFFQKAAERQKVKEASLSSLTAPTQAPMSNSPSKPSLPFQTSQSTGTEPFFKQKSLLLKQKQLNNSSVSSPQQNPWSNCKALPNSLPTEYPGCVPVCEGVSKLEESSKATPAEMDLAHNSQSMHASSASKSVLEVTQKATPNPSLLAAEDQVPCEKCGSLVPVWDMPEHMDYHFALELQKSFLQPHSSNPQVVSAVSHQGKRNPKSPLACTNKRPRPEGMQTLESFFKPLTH
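Pol eta at 10 nM preincubated with compounds 15 min at room temperature; reaction started with fluorescent substrate (50 nM final) and read kinetically at 0 and 10 min.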
LDHA block: inhibitors of human lactate dehydrogenase A. activity change, % (values are at about 110 or 230 µM). purified LDHA, NADH/diaphorase-resazurin fluorescence; active compounds read low. hit rate 0.15% among 480,000. AID 1347041; in the data active means activity change below about -30%; inconclusive means mostly about -25% to -30%;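 further: plate controls were DMSO wells for no effect and wells without enzyme for full effect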
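Remaining NADH was detected by diaphorase (0.133 mg/mL) converting 37 µM resazurin to fluorescent resorufin, read at 0 and 20 minutes. The preceding 5-minute room-temperature reaction used 2 nM LDHA, 0.2 mM sodium pyruvate and 0.06 mM NADH at pH 7.4.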
Pol iota inh: inhibitors of human DNA polymerase iota. Pol iota fluorescent replication assay, 10 min. Potency, µM (titrated, usually from 115 µM), without a hit: top-dose activity, negative = inhibition, most hits filed as inhibitors. hit rate 1% among 390,000; further: potency means the concentration at half of the fitted maximal effect
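Fluorescent replication assay read twice, at 0 min and 10 min after adding 50 nM (final) substrate. Enzyme (10 nM) and compounds were first incubated 15 min at room temperature; enzyme-free buffer wells were negative controls.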
POLB inh: DNA polymerase beta (human) inhibition; P06746; Pol beta primer extension/strand displacement, fluorescence kinetic; Potency, µM (highest dose often 114 µM), without a hit: at the top dose activity change, negative = inhibition, hits mostly inhibitors; hit rate 1.3% among 340,000; further: potency means the concentration at half of the fitted maximal effect; on the % scale 0 is the no-effect control and ±100 the full control effect
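Reaction started by 50 nM substrate onto compound-treated Pol beta (10 nM, 15 min preincubation, room temperature); plates read at 0 min and 10 min. Normalized concentration-effect data fitted by four-parameter Hill equation.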
Starred values were filed as active, the others as inactive; ? = inconclusive; · = not tested or not shown; & = joins results of further samples; [ ] = dose if it differs, or a comment. Unless noted, the call rests on the fitted dose curve; in most records, active means well fitted curve in the direction sought with a large enough effect; inconclusive means small, poorly fitted or top-dose-only effect, or another doubt; inactive means no such curve, though single readings can be large; an effect the other way counts as inactive or inconclusive. A portion of the library; rates above refer to the full screens.

SMILES	Apoferritin bind	BLM inh	GRP78 ERSR act	POLK inh	APE1 inh	POLH inh	LDHA block	Pol iota inh	POLB inh
COc1cc(C(=O)N(Cc2cccc(Cl)c2)C2CCS(=O)(=O)C2)cc(OC)c1OC (centres undefined)	-8%	-9%	0%	-3%	13%	-13%	-4	32%[activator]	-1%
O[C@@H]1CO[C@H]2C1OC[C@@H]2O (some centres undefined)	-13%	-2%	-3%	-15%[60.1 µM]	7%	·	·	·	·
COc1ccc(-c2nc(CCNC(=O)c3cccs3)cs2)cc1	-7%&-2%	-1%&0%	-3%&1%	-2%[60.1 µM]	-5%	-18%&-27%	5&-2	-4%&24%	-12%&2%
COc1ccccc1C1(O)CCN(C(=O)c2cccs2)CC1	-6%	-11%	-3%	-9%	1%	-13%	-4	1%	21%
CC(/C=N/NC(=O)CN1CCN(Cc2ccc(Cl)cc2)CC1)=C\c1ccco1	-8%	-4%	-2%	?	0%	-10%	3	7%	-2%
C#CCNC(=O)C1=C[C@H](c2ccc(Br)cc2)C[C@H](OCc2ccc(CO)cc2)O1	-10%	-4%	0%	2%	-4%	-17%	-2	54%[activator]	1%
COCCn1nnnc1CN1CCC(C)CC1	6%	-8%	-6%	-6%	1%	-11%	-4	12%	25%
O=C(Nc1ccc2c(c1)OCO2)c1ccc(Cl)c(S(=O)(=O)N2CCOCC2)c1	-10%	-3%	-1%	2%	27%	-5%	-1	31%[activator]	38%
CC1CCCCN1S(=O)(=O)c1ccc([N+](=O)[O-])cc1 (centres undefined)	-12%	0%	-2%	-4%	-6%	3%	-2	-23%	64%
O=C(CCc1ccccc1)Nc1sc2c(c1C(=O)O)CCCC2	·	·	3%	3%	·	9%	-1	15%	·
CCc1ccc(NC(=O)Cn2c(=O)n(Cc3ccccc3)c(=O)c3oc4ccccc4c32)cc1	-8%	-3%	-1%	-7%	·	-13%	1	17%	0%
CC1CC(OCC(O)CN2CCOCC2)CC(C)(C)C1 (centres undefined)	-4%	4%	-4%	-11%	4%	-8%	-8	11%	21%
O=C(CC1Sc2ccccc2NC1=O)NNc1ccc(Cl)c(Cl)c1 (centres undefined)	·	·	-5%	-3%	·	-3%	-4	37%[activator]	·
COCCn1c(SCc2ccc(C)cc2)nc2c1c(=O)[nH]c(=O)n2C	·	·	-3%	-4%	·	10%	-14	3%	·
COc1cc(C2CC(=O)c3c([nH]c(C(=O)OC4CCCC4)c3C)C2)cc(OC)c1OC (centres undefined)	-11%	-11%	-3%	-11%	·	-29%	1	5%	-23%
Cc1ccccc1CNC(=O)Nc1ccc2c(c1)N(C)C(=O)c1ccccc1S2	-11%	-9%	-7%	-1%	·	-17%	1	-2%	-10%
Cc1nnc2c(N3CCN(c4ccc(F)cc4)CC3)nc3ccc(C(=O)c4ccccc4)cc3n12	21%	2%	-3%	8%	·	-16%	-2	30%	11%
Cc1onc(-c2ccccc2Cl)c1C(=O)OCC(=O)c1ccc[nH]1	·	·	-4%	0%	18%	-15%	0	18%	·
CCc1nc(SC)[nH]c(=O)c1C	-13%	1%	-4%	1%	13%	-10%	-2	15%	29%
C/C(CCC1CC(C)OC1=O)=N\NC(N)=S (centres undefined)	0%	3%	-2%	5%	-5%	-2%	-1	-16%	7%
COc1cc2cc(C(=O)O)[nH]c2c(OC)c1OC	1%	0%	-3%	-5%	-3%	-6%	10	-11%	5%
CCN1CCN(C(=O)/C=C/c2ccc(C)cc2)CC1	-3%	0%	-1%	-5%	-3%	-6%	-17	8%	61%
COc1cc2[nH]c(C(=O)N3CCN(C)CC3)cc2c(OC)c1OC	10%	0%	-6%	-3%	1%	-21%	3&-4	44%[activator]	4%
CC(=O)N1CCN(C(=O)CNC(=O)c2cccs2)CC1	·	·	1%	-2%	27%	-6%	-8	-15%	·
COc1ccc(N2C(=O)CC(Sc3n[nH]c(-c4ccccc4)n3)C2=O)cc1 (centres undefined)	1%	-7%	-5%	0%	1%	-24%	-2	142%[activator]	6%
Cc1ccc(C)c(N2CCN(CCCNC(=O)c3ccc4nc(C(C)C)oc4c3)CC2)c1	?	1%	-2%	-5%[60.1 µM]	·	-17%	2	8%	1%
O=C(NCCCn1ccnc1)c1cc(C(=O)C2CCCCC2)c[nH]1	-6%	-1%	-2%	-5%	-1%	0%	-9	61%[activator]	1%
COc1ccc(CCNC(=O)COc2coc(CN3c4ccccc4CC3C)cc2=O)cc1OC (centres undefined)	·	·	-5%	-11%	3%	-19%	-5	23%	·
CCN(CC(=O)Nc1ccc2c(c1)OCCO2)C(=O)c1ccc(C(F)(F)F)cc1	·	·	3%	-6%	-2%	-18%	-4	13%	·
C[C@H](NC(=O)c1cc2cc(Cl)ccc2n1C)C(=O)N[C@@H](C(=O)O)c1ccccc1	0%	1%	-1%	0%	13%	-24%	-5	8%	3%

A stretch taken from the entries so far, for reference:
SMILES	Apoferritin bind	BLM inh	GRP78 ERSR act	POLK inh	APE1 inh	POLH inh	LDHA block	Pol iota inh	POLB inh
CCN(CC(=O)Nc1ccc2c(c1)OCCO2)C(=O)c1ccc(C(F)(F)F)cc1	·	·	3%	-6%	-2%	-18%	-4	13%	·
C[C@H](NC(=O)c1cc2cc(Cl)ccc2n1C)C(=O)N[C@@H](C(=O)O)c1ccccc1	0%	1%	-1%	0%	13%	-24%	-5	8%	3%

The main list resumes, starting 3 compounds before the break.
SMILES	Apoferritin bind	BLM inh	GRP78 ERSR act	POLK inh	APE1 inh	POLH inh	LDHA block	Pol iota inh	POLB inh
COc1ccc(CCNC(=O)COc2coc(CN3c4ccccc4CC3C)cc2=O)cc1OC (centres undefined)	·	·	-5%	-11%	3%	-19%	-5	23%	·
CCN(CC(=O)Nc1ccc2c(c1)OCCO2)C(=O)c1ccc(C(F)(F)F)cc1	·	·	3%	-6%	-2%	-18%	-4	13%	·
C[C@H](NC(=O)c1cc2cc(Cl)ccc2n1C)C(=O)N[C@@H](C(=O)O)c1ccccc1	0%	1%	-1%	0%	13%	-24%	-5	8%	3%
CCCCNC(=O)CNC(=S)N(Cc1ccccc1F)C1CCCCC1	-19%	-6%	-1%	-21%	15%	?	-5	210%[activator]	39%
O=c1[nH]c(SCc2ccccc2F)nc2ccccc12	?	-4%	1%	-1%	0%	9%	-9	63%[activator]	-24%
Cc1noc(C)c1S(=O)(=O)NCCCN1CCN(Cc2ccccc2)CC1	-3%	-1%	·	·	1%	·	·	·	17%
COc1ccc(OC)c(CN2CCN(C(=O)c3ccc(S(=O)(=O)Nc4ccccc4F)cc3)CC2)c1	·	·	-4%	-4%	17%	-7%	-7	-8%	·
COc1ccc(C)cc1NC(=O)C(NS(=O)(=O)c1cccc2nsnc12)c1ccccc1 (centres undefined)	-2%	-5%	-3%	-2%	·	-12%	2	4%	20%
O=C(NNc1ccccn1)C(=O)NNS(=O)(=O)c1ccc(F)cc1	2%	-1%	0%	-11%	2%	0%	13	-18%	27%
COc1cc(Cl)c(C)cc1NC(=O)c1ccccc1-n1cnnn1	·	·	-2%	-10%	36%	-10%	-1	?	·
O=C1NCCCCC1NS(=O)(=O)c1ccc(Cl)cc1 (centres undefined)	-1%	-2%	-5%	6%	15%	-7%	-1	28%	1%
Cc1oc(/N=C/c2ccccc2)c(C#N)c1C	-7%	-2%	1%	-4%	30%	12%	1	131%[activator]	1%
CCOC(=O)c1ccc(N2C(=O)CC(Sc3nc(C)cc(C)n3)C2=O)cc1 (centres undefined)	-6%	0%	-2%	-7%	-7%	-17%	0	19%	8%
COc1ccc(Nc2nnc(Cc3ccncc3)c3ccccc23)c(OC)c1	6%	2%	0%	1%	-9%	-3%	-1	-1%	-11%
O=C(Nc1ccc(Br)cc1F)c1ccc2nsnc2c1	-1%	2%	13%	-7%	11%	-1%	1	-15%	3%
COC(c1ccccc1)c1nnc(CCC(=O)N2CCN(CCOc3ccccc3)CC2)o1 (centres undefined)	-10%	-1%	-1%	0%	0%	-6%	4	3%	1%
CCOc1ccc(Cc2nnc(SCC(=O)Nc3ccccc3)n(N)c2=O)cc1	·	·	6%	-13%	11%	-19%	-6	?	·
COc1ccc(CNC(=O)CCN2C(=O)[C@@H]3Cc4ccccc4CN3C2=O)cc1	7%	2%	-4%	-29%	24%	3%	-4	?	-10%
COCCn1c(C23CC4CC(CC(C4)C2)C3)n[nH]c1=S	-11%	-5%	-5%	3%	7%	-9%	-5	4%	4%
CC1CN(c2ccc([N+](=O)[O-])cc2C#N)CC(C)O1 (centres undefined)	-18%	1%	-3%	6%	-4%	-7%	1	43%[activator]	-1%
Cc1ccc(S(=O)(=O)N2CCN(C(=O)COC(=O)CCOc3ccc(C(C)(C)C)cc3)CC2)cc1	·	·	-1%	-4%	7%	-9%	0	1%	·
O=C(Cn1c(SCc2cccc(F)c2)nc2ccncc21)Nc1ccc(Cl)cc1F	-6%	-6%	-7%	2%	·	-14%	-13	-18%	27%
Oc1ccccc1Oc1ncc(Br)c(Cl)n1	2%	-5%	6%	-40%	?	-3%	-12	50µM*	22µM*
Cc1ccc(S(=O)(=O)N2CCOCC2)cc1C(=O)OC1CCOC1=O (centres undefined)	·	·	-1%	-13%	2%	-8%	-2	26%	·
CCCCN(C)C(=O)CSc1nc2ccccc2nc1Cc1ccc(C)cc1	340%[activator]	-9%	-2%	-3%[60.1 µM]	·	-22%	3	-9%	-22%
CC(=O)CSc1ncnc2c1cnn2-c1ccccc1	-5%	-5%	-1%	10%	?	-16%	-3	43%	29%
NS(=O)(=O)c1ccc(CCNCc2cc(Br)ccc2OCc2ccccc2F)cc1	-7%	-8%	-7%	-9%	17%	-27%	0	50%[activator]	0%
CC(C)Oc1ccccc1-c1nc(SCC(=O)c2ccc(F)cc2)n[nH]1	-18%	-9%	-3%	-7%	·	-14%	-8	-8%	12%
CCCCNC(=S)NNC(=O)c1c(C)nc2ccccn12	-3%	-7%	2%	-10%	8%	1%	-13	72%[activator]	-16%

Compound activity as filed in PubChem BioAssay.
